# Yeast life ext: extends the lifespan of yeast | AID 775 | inhibition of the nicotinamide effect, % at 10 µM | hit rate 0.68% among 130,000 | S. cerevisiae growth with nicotinamide, OD615; deaD strain in restrictive glucose medium;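 active = inhibition above a set limit, placed 3 SD over the median of all compounds, cut at about 26% in these data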;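 note: 0% = nicotinamide-treated wells and 100% = cells grown without nicotinamide; some compounds called inactive have numbers as strong as hits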
#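 Buffer or medium: CSMM-D glucose medium, restrictive; test system: modified budding yeast, DeaD strain; compound: single dose 10 µM compound, 0.25% DMSO; schedule: culture preincubation 4 h, compound exposure 48 h, both 30 °C; detection: optical density (absorbance) at 615 nm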
# Measles CPE: protection of cells from measles virus. Measles virus-infected cells, CPE protection, absorbance. protection (pct of control), % at 4 µM. hit rate 1.5% among 140,000. AID 841; in the data active = protection mostly above about 24%, no sharp cut-off; inactive = mostly below about 26%; note: some compounds called inactive have numbers as strong as hits
# Phagocytosis inh: inhibitors of macrophage phagocytosis; J774A.1 macrophage IgG-bead phagocytosis, imaging; inhibition, % at 5 µM; hit rate 0.07% among 110,000;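 active = inhibition above the mean of the plate negative controls plus 5 SD, cut at about 13% in these data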;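 note: phagocytic index as fraction of beads internalized from green versus red external bead signal; plate controls were DMSO negative control for no effect and cytochalasin-D positive control for full effect; some results beyond the cut were filed as inactive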
# bCat KO growth: beta-catenin-lacking colon tumor cell growth suppression. HCT116 beta-catenin knockout viability, CellTiter-Glo, 60 h; active compounds read low. viability, % at 10 µM. hit rate 1.5% among 140,000. AID 818;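 active = viability at or under a set limit, the compound median less 4 SD, cut at about 6% in these data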;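 note: 0% = Hyamine 1622 control at 20 µM and 100% = untreated cell control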
# GALR2 antag: GALR2 (human) receptor antagonism. O43603. GALR2-expressing cells, antagonist mode. inhibition, % at 4 µM. hit rate 0.39% among 140,000; in the data active = inhibition above about 27%;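 note: cells stimulated with galanin 1-16 at roughly its EC80; 0% = agonist challenge control and 100% = basal control without agonist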
# Target sequence (O43603 whole entry, looked up): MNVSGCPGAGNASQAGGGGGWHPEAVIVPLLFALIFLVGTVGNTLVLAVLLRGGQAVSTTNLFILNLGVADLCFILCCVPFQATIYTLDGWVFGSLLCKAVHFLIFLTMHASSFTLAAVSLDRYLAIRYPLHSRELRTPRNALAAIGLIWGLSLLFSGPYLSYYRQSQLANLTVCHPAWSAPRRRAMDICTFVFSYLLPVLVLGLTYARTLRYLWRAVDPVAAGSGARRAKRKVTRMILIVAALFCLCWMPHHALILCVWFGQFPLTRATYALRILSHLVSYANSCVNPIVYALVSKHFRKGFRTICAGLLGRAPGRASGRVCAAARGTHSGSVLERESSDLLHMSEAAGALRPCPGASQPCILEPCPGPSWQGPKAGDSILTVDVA
# MRP1 act: activates MRP-1; H69AR cells + doxorubicin, viability rescue, CellTiter-Glo; viability increase, % at 10 µM; hit rate 0.61% among 140,000; AID 799;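 active = viability gain under doxorubicin at or above a set limit, the compound median plus 3 SD, cut at about 4.7% in these data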;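 note: MRP-1 overexpressing cells given doxorubicin 25 µM after compound pretreatment; 18-22 h compound pretreatment then 72 h with doxorubicin before readout; 0% = doxorubicin-only wells and 100% = vehicle-treated cells without doxorubicin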
# E-sel TNF inh: TNF alpha driven E-selectin expression inhibition | hit rate 0.71% among 120,000 | AID 1246 | inhibition, % at 2 µM | HUVEC TNFa-induced E-selectin immunofluorescence, high content;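 active = inhibition above the batch mean plus 3 SD, and confirmed as a hit on visual image review, cut at about 43% in these data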;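 note: 0% = TNF-stimulated DMSO wells and 100% = unstimulated control wells; not every result past the cut was called active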
# PTEN del growth: PTEN-deleted cell growth suppression; HCT116 PTEN-null viability, CellTiter-Glo, 60 h; active compounds read low; viability, % at 10 µM; hit rate 1.2% among 140,000; AID 827;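 active = viability at or below a set limit, 4 SD under the median of all tested compounds, cut at about 3.7% in these data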;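 note: PTEN knockout HCT116 line with beta catenin targeted HCT116 as companion control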
# Yeast growth inh: yeast BB579 growth reduction in restrictive medium. S. cerevisiae BB579 growth, OD615, 48 h. inhibition, % at 10 µM. hit rate 0.51% among 140,000. AID 804;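 active = inhibition above a set limit, 3 SD over the mean compound inhibition, cut at about 44% in these data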; note: inactives centre near -24
#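 System: DeaD yeast strain BB579; buffer or medium: CSMM-D dextrose restrictive medium; technique: OD at 615 nm; schedule: 4 h cell preincubation, 48 h compound exposure, 30 °C humidified; doses: single 10 µM dose; controls: amphotericin B 10 µg/mL, positive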
# NPY Y2 blocker: blocks the human neuropeptide Y Y2 receptor; P49146; NPY-Y2 expressing cells, antagonist mode; inhibition, % at 2.7 µM; hit rate 0.99% among 140,000; in the data active = inhibition above about 17%;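 note: 0% = vehicle with agonist challenge and 100% = reference antagonist with challenge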
# Target sequence (P49146 whole entry, looked up): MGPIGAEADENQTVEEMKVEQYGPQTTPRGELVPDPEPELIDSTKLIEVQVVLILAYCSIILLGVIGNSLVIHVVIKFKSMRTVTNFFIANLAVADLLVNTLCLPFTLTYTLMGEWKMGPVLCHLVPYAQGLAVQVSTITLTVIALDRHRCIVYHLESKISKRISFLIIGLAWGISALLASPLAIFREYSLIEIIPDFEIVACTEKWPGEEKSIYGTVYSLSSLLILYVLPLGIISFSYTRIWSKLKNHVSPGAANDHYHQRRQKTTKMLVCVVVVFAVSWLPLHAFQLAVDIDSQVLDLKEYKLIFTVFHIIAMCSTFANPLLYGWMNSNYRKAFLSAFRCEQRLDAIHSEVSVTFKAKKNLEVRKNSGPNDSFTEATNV
# * hit, by the source's call; . = not tested or not shown. Random draw from the library; overall some 6.3% were active at least once.
SMILES,Yeast life ext,Measles CPE,Phagocytosis inh,bCat KO growth,GALR2 antag,MRP1 act,E-sel TNF inh,PTEN del growth,Yeast growth inh,NPY Y2 blocker
O=C(/C=C/c1ccco1)N/C(=C\c1ccco1)C(=O)NCCc1nc2ccccc2[nH]1,-2,8,-1,96,0,-1.7,15,104,-26,0
COc1cc(/C=N/N=C2/C(=O)Nc3ccccc32)ccc1O,-7,17,-5,98,15,-3.5,.,95,-21,2
CC(C)OC(=O)CC12CN(C)CC(CC(=O)OC(C)C)(CN(C)C1)C2=O,-19,7,.,102,-1,-1.8,8,104,6,1
COc1ccc(/C(C#N)=C/c2c(-c3ccc(Cl)cc3)nc3c(C)cccn23)cc1,-13,6,.,80,1,-4.1,.,77,-24,3
Cc1cc(/C=C2/NC(=O)NC2=O)c(C)n1-c1cccnc1,-1,21,.,93,7,-1.5,-24,91,-7,4
CC(C)Cn1nc(NC(=O)C2CCCO2)c2cc3ccccc3nc21 (stereo not given),-30,23,0,94,7,-1.1,17,86,-39,0
Cc1ccccc1N1C(=O)c2ccccc2C1Nc1cccnc1 (stereo not given),-5,5,0,88,-3,-2.3,1,85,0,2
CC(=O)Nc1ccc(NC(=O)COC(=O)c2c(C)nn(-c3ccccc3)c2C)cc1,1,5,1,89,2,-4.0,.,96,-24,1
CC1CCC(C(=O)NC(C(=O)NCCN2CCC(C)CC2)C(C)C)CC1 (stereo not given),-9,12,0,92,-2,-0.9,19,96,-39,2
O=C(C1CCCO1)N1CCc2ccccc21 (stereo not given),-15,4,-1,87,6,-2.6,-16,90,-1,3
Cc1ccccc1N(CC(=O)N1CCN(c2ccccc2)CC1)S(C)(=O)=O,-22,4,-1,99,13,-2.0,12,87,-29,4
CCCn1nnc(NC(=O)c2ccc(OC)cc2)n1,-9,7,-1,99,-4,-0.3,7,109,-60,0
CCCCCCC(=O)NC(Nc1ccc(S(N)(=O)=O)cc1)C(Cl)(Cl)Cl (stereo not given),-4,32*,-2,71,-2,-3.4,-88,76,-6,-1
CC1CC2(CC(C)(C(=O)CSc3n[nH]c(-c4ccccc4Cl)n3)OC2=O)C(=O)O1 (stereo not given),-7,15,2,90,8,-1.2,-2,98,2,5
Cc1cc(C)n2nc(SCC#N)nc2n1,-1,13,.,88,18,-2.7,.,99,-18,6
COc1cccc(CNC(=O)c2ccc(S(=O)(=O)N3CCCC3)cc2)c1,-6,2,0,101,-4,-0.6,-30,104,-61,-3
CCOC(=O)N1CCN(C(=O)CN(Cc2ccccc2)S(=O)(=O)c2ccc(OC)c(C)c2)CC1,-8,17,.,88,5,-1.0,-12,99,-94,6
O=C(NCc1ccco1)C(Cc1ccccc1)NS(=O)(=O)c1cccc2nsnc12 (stereo not given),-3,8,-4,84,7,-1.5,.,97,-11,3
Cc1nc2c3cc(F)ccc3n(Cc3ccccc3F)c2s1,-8,2,-6,23,0,-3.7,.,28,15,13
Cc1cc(NC(=O)CCCN2C(=O)/C(=C\c3cccs3)SC2=S)no1,-1,15,-6,89,11,-3.4,.,91,-47,2
Cc1nn(CC(=O)c2ccccc2)c(=O)c2nn(-c3ccccc3F)c(C)c12,8,4,-4,96,-8,-1.6,7,96,-52,8
Cc1cccc2sc(NNC(=O)c3ccc(S(=O)(=O)N4CCc5ccccc5C4)cc3)nc12,2,1,.,3.7*,8,-5.0,19,5,41,-2
COCCNC(=O)CS(=O)Cc1nc(-c2ccc(Cl)cc2)oc1C (stereo not given),-5,13,0,94,15,-0.7,-13,103,-25,-1
COc1ccc(C2C(C#N)=C(N)OC3=C2C(=O)CC(C)(C)C3)cc1Cn1cc([N+](=O)[O-])cn1 (stereo not given),1,20,-5,83,-1,-3.0,-31,85,-28,5
CCn1ncc(/C=N/NC(=O)c2cc(Cl)ccc2OC)c1C,1,15,-2,92,1,-2.1,-11,98,-28,1
Cc1ccc(-n2c(C)cc(C(=O)COC(=O)c3ccc[nH]c3=O)c2C)cc1C,-12,2,2,91,-9,-2.9,16,85,99*,2
O=S(=O)(c1ccccc1)n1ccc2ccccc21,-25,5,.,74,2,-5.3,-16,74,-27,1
N#Cc1ccc(CNc2cnccn2)cc1,-6,18,.,86,3,-1.7,-13,86,-51,0
CCOC(=O)COc1ccc(S(=O)(=O)NCCC2=CCCCC2)cc1,-3,4,2,91,-2,-2.8,4,85,31,1
COC(=O)C(C)N1C(=O)S/C(=C/c2cc(C)n(-c3ccccn3)c2C)C1=O (stereo not given),-11,4,-1,90,-5,0.8,14,99,-14,1
Cn1ncc(C#N)c1NC(=O)c1cc(-c2ccccc2Cl)on1,-13,10,.,95,4,-0.3,10,92,-11,0
O=C(O)c1cnn2c1NC(c1cccs1)CC2C(F)(F)F (stereo not given),-7,4,0,101,2,-0.5,45,95,-37,5
O=c1[nH]cnc2sc(-c3ccccc3)cc12,-12,2,0,92,7,-0.8,6,99,14,-2
CCc1ccc(C(=O)COC(=O)CNC(=O)COc2ccccc2)cc1,-1,3,-4,89,-8,0.8,18,99,-27,3
COC(=O)c1ccc(C)c(NC(=O)CCc2cc(OC)c(OC)c(OC)c2)c1,-3,12,-17,92,11,-0.8,.,89,5,7
CC(Oc1ccccc1Br)C(=O)N1CCc2ccccc21 (stereo not given),-3,20,1,76,2,-2.0,19,57,-38,4
Cc1nc2ccccc2nc(C)c1=NOCc1ccc(Cl)cc1Cl,-4,2,-8,84,10,0.1,.,81,2,0
COc1cccc(C(=O)CN(C(=O)c2ccc(Cl)cc2Cl)N2C(=O)c3ccccc3C2=O)c1,9,10,-7,100,4,-0.7,.,91,-52,3
COc1ccc(CNc2nc(C)c([N+](=O)[O-])c(C)c2C#N)cc1,-1,17,-3,92,-13,-1.8,.,81,-43,5
CCc1nn2c(N)c(/C=C3\C=Nc4ccccc43)c(=O)nc2s1,2,9,-3,101,4,8.2*,.,97,-28,1
NNC(=O)Cn1c(COc2ccc(Cl)cc2)nc2ccccc21,7,10,-3,84,-1,0.1,9,94,-19,1
Cc1nnn(C23CC4CC(CC(C4)C2)C3)n1,-11,3,1,85,-2,-1.4,-7,98,-11,1
CCCc1ccc(-c2cc(C(=O)NC3=NCCS3)c3ccccc3n2)cc1,2,5,-11,68,-7,-2.5,-11,63,-35,-4
CC(C)(C)C(=O)NC(=S)Nc1ccc(F)cc1,1,2,-1,96,4,-1.6,.,99,-5,0
O=C(O)C1CCCCC1C(=O)NCCCc1ccccc1 (stereo not given),-8,8,1,89,-2,-2.2,10,90,-20,1
Cc1cc(C)c(NC(=O)COC(=O)CSc2ccc(Br)cc2C)c(C)c1,9,17,0,98,2,0.7,6,105,-44,18*
Cc1csc(NC(=O)c2cccc(C)c2C)n1,-12,5,-2,94,7,1.4,14,89,2,4
O=C(C1CCN(S(=O)(=O)c2cccc3cccnc23)CC1)N1CCc2ccccc21,-11,12,.,65,-1,-0.7,.,72,-44,5
O=C(CCNS(=O)(=O)c1ccc2c(c1)CCC(=O)N2)NCc1ccc2c(c1)OCO2,-1,6,.,98,-8,0.7,.,93,-30,0
CN(c1ccc(C(=O)Nc2ccc3c(c2)OCCO3)cc1)S(C)(=O)=O,0,10,0,79,2,0.5,31,70,-23,0

# Compound profiles, as listed above.
# `Cc1cc(C)c(NC(=O)COC(=O)CSc2ccc(Br)cc2C)c(C)c1` reads Yeast life ext: 9; Measles CPE: 17; Phagocytosis inh: 0; bCat KO growth: 98; GALR2 antag: 2; MRP1 act: 0.7; E-sel TNF inh: 6; PTEN del growth: 105; Yeast growth inh: -44; NPY Y2 blocker: 18*
# `Cc1csc(NC(=O)c2cccc(C)c2C)n1` reads Yeast life ext: -12; Measles CPE: 5; Phagocytosis inh: -2; bCat KO growth: 94; GALR2 antag: 7; MRP1 act: 1.4; E-sel TNF inh: 14; PTEN del growth: 89; Yeast growth inh: 2; NPY Y2 blocker: 4

# Other results follow.
SMILES,Yeast life ext,Measles CPE,Phagocytosis inh,bCat KO growth,GALR2 antag,MRP1 act,E-sel TNF inh,PTEN del growth,Yeast growth inh,NPY Y2 blocker
O=[N+]([O-])c1cccc(-c2nnc3ccc4ccccc4n23)c1,2,2,-14,90,7,0.2,.,98,-54,4
Cc1ccc(N(C(C)C(=O)N2CCC(C)CC2)S(C)(=O)=O)cc1C (stereo not given),-3,10,-1,84,-1,-0.8,-29,93,-46,0
CCn1cc([N+](=O)[O-])c(C(=O)Nc2nc(-c3ccc(C)cc3)c(C)s2)n1,-12,14,-2,6,3,0.3,5,3.3*,-61,0
CCNC(=O)CCSc1nnc(-c2ccco2)o1,0,3,-7,98,-12,-0.8,-7,101,-23,2
Cc1c(C(=O)N2CCc3ccccc32)cnn1C,8,8,-3,93,8,-1.7,-18,105,-32,1
CCOC(=O)c1cc(-c2ccccc2)sc1NC(=O)CN1C(=O)NC(CC)(c2ccc(F)cc2)C1=O (stereo not given),-2,5,-1,63,1,-1.4,-22,60,-100,-1
CC(=O)/C(=N\Nc1ccccc1)Sc1nnc(-c2ccccc2)n1-c1ccccc1,1,14,0,93,-1,-3.2,.,99,-18,5
COC(=O)C(C)N(C(=O)c1ccc(C(=O)c2ccccc2)cc1)c1c(C)cccc1C (stereo not given),2,2,0,50,-3,0.4,10,45,-1,19*
Cc1ccccc1S(=O)(=O)Cc1ccc(C(=O)NCCCN2CCN(C)CC2)o1,-8,.,-2,98,17,-0.2,-23,100,-66,0
CC(=O)N(c1c(C)n(C)n(-c2ccccc2)c1=O)C1(C(=O)NC2CCCCC2)CCCCC1,-14,32,.,106,-4,0.4,-1,101,-32,1
C/C(CC(=O)NCc1ccco1)=N\NC(=O)Cc1cccc2ccccc12,-9,8,0,77,8,-2.3,-43,76,-18,11
O=C(OCc1c(Cl)cccc1Cl)c1ccncc1,-6,3,-7,91,-16,-0.6,.,93,-27,3
CCN(CC(=O)NCCc1ccc(S(N)(=O)=O)cc1)Cc1nc2cc(OC)c(OC)cc2c(=O)[nH]1,-6,5,.,93,4,1.7,-6,100,-75,1
COc1ccc(-n2nnc3c(=O)n(CC(=O)N4CCCc5ccccc54)cnc32)cc1,.,.,-1,.,2,.,-17,.,.,1
CCCN1Cc2cccc(C(=O)N3CCN(c4ccccc4)CC3)c2C1=O,2,11,-2,100,-4,0.4,8,111,-71,3
Cc1cccc(Nc2ncnc3nc[nH]c23)c1,-5,7,.,92,-3,-3.2,.,91,-29,-2
COc1cc2c(cc1NC(=O)c1cccc([N+](=O)[O-])c1C)oc1ccccc12,-22,8,.,97,-8,-1.1,-70,74,-21,-3
Cc1nc(Nc2ccc(Cl)c(Cl)c2)sc1C(=O)Nc1ccccc1,0,10,-6,45,-5,-4.2,.,25,79*,2
COc1cccc(NC(=O)COC(=O)c2c3c(nc4ccccc24)CCC(C)C3)c1 (stereo not given),-12,2,.,1.7*,8,-4.5,5,1.4*,-46,16
CCOc1cc(CNCCSc2nnnn2C)cc(Br)c1OCc1ccc(F)cc1,-5,15,2,51,-14,-3.0,.,55,-20,11
CCOC(=O)CCSc1nc(C)c2cc(OC)ccc2n1,.,4,.,88,0,-2.1,48,90,8,6
c1ccc2c(c1)nc1n2CCN1CCNC1CCCCC1,0,4,0,88,0,-1.4,15,94,6,-1
